Cav32 inh: inhibitors of human Cav3.2 T-type calcium channel; AID 449739; O95180; hit rate 4% among 100,000; B-score at 10 µM; Cav3.2-expressing cells, Fluo-4 calcium fluorescence FDSS; active compounds read low;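 active = single-dose well whose peak fluorescence ratio is a statistical outlier from its plate by either plate-standardised score or position-corrected B-score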
Target sequence (O95180 whole entry, looked up): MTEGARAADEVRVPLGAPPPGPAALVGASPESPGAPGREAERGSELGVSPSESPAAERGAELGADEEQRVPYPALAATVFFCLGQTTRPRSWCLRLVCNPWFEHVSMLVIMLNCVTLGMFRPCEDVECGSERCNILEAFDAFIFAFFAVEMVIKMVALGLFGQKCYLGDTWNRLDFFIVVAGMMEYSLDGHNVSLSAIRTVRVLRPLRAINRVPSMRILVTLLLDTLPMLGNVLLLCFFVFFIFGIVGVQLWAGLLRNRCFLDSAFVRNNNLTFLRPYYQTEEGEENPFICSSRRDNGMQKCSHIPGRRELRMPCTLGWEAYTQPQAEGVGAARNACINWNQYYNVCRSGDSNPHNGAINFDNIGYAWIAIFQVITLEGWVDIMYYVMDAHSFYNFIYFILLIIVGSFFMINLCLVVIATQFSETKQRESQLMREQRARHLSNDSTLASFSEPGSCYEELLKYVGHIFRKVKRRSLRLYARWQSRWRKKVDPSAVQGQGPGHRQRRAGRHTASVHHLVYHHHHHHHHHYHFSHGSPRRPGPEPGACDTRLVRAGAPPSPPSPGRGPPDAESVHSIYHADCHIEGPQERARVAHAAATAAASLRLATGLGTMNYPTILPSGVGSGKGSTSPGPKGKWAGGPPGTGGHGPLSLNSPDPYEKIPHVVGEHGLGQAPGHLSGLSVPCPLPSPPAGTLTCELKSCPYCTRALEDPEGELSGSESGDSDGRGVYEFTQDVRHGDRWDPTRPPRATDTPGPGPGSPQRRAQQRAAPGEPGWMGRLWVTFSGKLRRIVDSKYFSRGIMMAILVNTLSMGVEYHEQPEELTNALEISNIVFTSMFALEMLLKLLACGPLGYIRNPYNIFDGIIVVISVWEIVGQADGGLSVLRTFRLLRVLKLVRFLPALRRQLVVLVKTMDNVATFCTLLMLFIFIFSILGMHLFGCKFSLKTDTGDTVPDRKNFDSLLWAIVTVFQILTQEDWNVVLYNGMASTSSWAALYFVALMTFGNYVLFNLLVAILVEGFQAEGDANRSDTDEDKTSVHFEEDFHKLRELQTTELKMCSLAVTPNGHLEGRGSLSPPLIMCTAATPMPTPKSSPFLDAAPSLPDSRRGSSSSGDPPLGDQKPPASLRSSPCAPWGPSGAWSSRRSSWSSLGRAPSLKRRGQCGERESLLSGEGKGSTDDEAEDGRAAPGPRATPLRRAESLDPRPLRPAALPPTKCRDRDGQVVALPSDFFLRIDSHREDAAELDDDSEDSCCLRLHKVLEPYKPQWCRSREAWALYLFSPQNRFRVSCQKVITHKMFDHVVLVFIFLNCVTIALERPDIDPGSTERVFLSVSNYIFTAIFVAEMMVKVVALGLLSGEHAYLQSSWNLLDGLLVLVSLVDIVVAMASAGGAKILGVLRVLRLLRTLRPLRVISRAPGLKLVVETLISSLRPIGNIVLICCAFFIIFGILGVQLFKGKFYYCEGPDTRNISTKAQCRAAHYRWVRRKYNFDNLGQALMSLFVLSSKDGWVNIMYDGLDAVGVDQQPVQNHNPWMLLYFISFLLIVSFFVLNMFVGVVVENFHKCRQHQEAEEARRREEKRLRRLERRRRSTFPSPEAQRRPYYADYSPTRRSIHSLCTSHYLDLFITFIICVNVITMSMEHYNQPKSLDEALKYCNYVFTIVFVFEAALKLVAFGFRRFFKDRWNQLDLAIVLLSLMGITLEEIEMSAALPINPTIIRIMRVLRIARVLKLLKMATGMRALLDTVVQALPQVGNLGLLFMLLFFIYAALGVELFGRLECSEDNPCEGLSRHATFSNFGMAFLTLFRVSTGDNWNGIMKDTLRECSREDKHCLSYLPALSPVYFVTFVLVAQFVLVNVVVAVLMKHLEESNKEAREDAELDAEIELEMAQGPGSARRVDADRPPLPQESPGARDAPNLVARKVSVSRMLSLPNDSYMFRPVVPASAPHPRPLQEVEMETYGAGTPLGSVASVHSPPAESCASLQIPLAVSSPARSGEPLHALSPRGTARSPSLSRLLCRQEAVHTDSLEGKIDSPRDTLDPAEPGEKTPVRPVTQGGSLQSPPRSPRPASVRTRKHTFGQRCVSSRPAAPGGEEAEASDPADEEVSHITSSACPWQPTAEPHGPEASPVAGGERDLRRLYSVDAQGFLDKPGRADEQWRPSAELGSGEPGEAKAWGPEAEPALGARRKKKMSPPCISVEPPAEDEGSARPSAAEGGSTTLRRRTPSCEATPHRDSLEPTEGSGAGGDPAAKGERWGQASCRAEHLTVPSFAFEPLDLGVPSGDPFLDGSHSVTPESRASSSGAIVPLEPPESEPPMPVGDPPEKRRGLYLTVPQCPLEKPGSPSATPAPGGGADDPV
* hit, by the source's call. A portion of the library (hit frequency here may not be typical).

SMILES | Cav32 inh
Cc1cc(NC(=O)CSc2ncccn2)no1 | 0.33
CC1CCN(CCCn2c(=S)[nH]c3ccccc3c2=O)CC1 | 0.35
CCSc1nc2c(c(-c3ccc(C)o3)c1C#N)CCCC2 | -1.3
CCOc1ccccc1CNC(=O)C1CCCN(c2nc3ccccc3o2)C1 (stereo unspecified) | -1.9
CCn1c(=O)c(C(=O)NCCNCCO)c(O)c2ccccc21 | 0.12
Clc1ccc(OCc2cc(-c3ccccc3)no2)cc1Cl | -3.2
NC(=O)CCCC1=NS(=O)(=O)c2ccccc2N1 | 0.48
COc1ncccc1-c1nnn(-c2ccc(Cl)c(Cl)c2)n1 | -0.61
COc1ccc(N2CCN(C(CNC(=O)c3ccc4c(c3)OCO4)c3cccnc3)CC2)cc1 (stereo unspecified) | 1
COc1cccc(C2=NOC(C(=O)NC3CCCCC3)C2)c1 (stereo unspecified) | 0.11
O=C(NCCCn1ccnc1)C(=O)NCC(c1cccnc1)N1CCN(c2ccc(F)cc2)CC1 (stereo unspecified) | 1.9
O=C1CC(SCCO)C(=O)N1c1ccc(Oc2ccccc2)cc1 (stereo unspecified) | -1.9
COC(=O)C1=CN(C2CC2)C=C(C(=O)OC)C1c1ccc(C(=O)OC)cc1 | -0.59
CCOC(=O)CNC(=O)COc1ccc(Cl)cc1Br | -0.87
COc1ccc(C2=NOC(C(=O)O)C2)cc1 (stereo unspecified) | 0.16
COC(=O)C1=C(C)N=C2SC(C)C(=O)N2C1/C=C/c1ccccc1 (stereo unspecified) | -2
N#Cc1cc(Cl)c(N2CCOCC2)cc1C#N | 0.57
Cc1occc1-c1nnc(SCC(=O)N(C)CCC#N)n1N | 0.67
CSc1nsc(SCC(=O)NC2CCCCC2)n1 | 0.033
Cc1cc(N2C(=O)CC(Cc3ccccc3)C2=O)no1 (stereo unspecified) | -0.33
Cc1ccc(OCC(O)Cn2c(=N)n(CCN3CCCCC3)c3ccccc32)cc1 (stereo unspecified) | -1.5
CC1CC(=O)NN=C1c1ccc(N(C)C)c([N+](=O)[O-])c1 (stereo unspecified) | 0.17
CCCCn1nc(-c2ccccc2)c2nc3ccccc3nc21 | -7.3*
CSc1nc(Oc2cccc(C(F)(F)F)c2)cc(C(F)(F)F)n1 | 0.39
COc1ccc(C(=O)NCc2ccc(-c3nc4ccccc4s3)cc2)cc1OC | 0.83
CCOC(=O)C1=C(C)N=C2c3ccccc3C(=O)C2C1c1ccccc1 (stereo unspecified) | 1.8
CCCOC(=O)CCCCC1SCC(NC(=O)OC)C1NC(=O)OC (stereo unspecified) | 1.4
COc1nnc(-c2ccc(N3CCOCC3)c(NC(=O)C3CCCCC3)c2)c2ccccc12 | -1
O=C(CNCCC1=CCCCC1)Nc1ccccc1N1CCCCC1 | -2.6
CCCn1c(SCCc2ccccc2)nc2c1c(=O)[nH]c(=O)n2C | -0.59
Cc1onc(-c2ccccc2)c1C(=O)N/N=C(\N)COc1ccc(Cl)cc1 | -0.72
CCOc1ncccc1C(=O)OCC(=O)c1ccc(Cl)s1 | 0.22
N#Cc1c(/N=C/c2cc3ccccc3s2)sc2c1CCC2 | -0.066
CCCNC(=O)c1noc2c1CCc1ccccc1-2 | -0.62
Cc1ccc(C(=O)/C=C/Nc2ccc3c(c2)OCO3)cc1 | -0.8
Cc1cc(C(=O)OCC(=O)Nc2cc(S(=O)(=O)N3CCOCC3)ccc2Cl)c(C)o1 | -0.064
O=C(Nc1nnc(C2CC2)s1)c1cc(S(=O)(=O)N2CCN(c3ccccc3)CC2)ccc1Cl | -0.22
COc1ccc(C(=O)N(CC2CCCO2)C(C(=O)NC2CCCC2)c2ccc(Cl)cc2)cc1OC (stereo unspecified) | 1.8
O=C(OCc1nnc(-c2ccccc2)o1)c1cc(=O)c2ccccc2o1 | 0.06
O=C(NCCCN1CCOCC1)c1ccccc1-c1ccccc1 | 0.57

A second format for part of the listing above:
> COc1nnc(-c2ccc(N3CCOCC3)c(NC(=O)C3CCCCC3)c2)c2ccccc12
  Cav32 inh: -1

> O=C(CNCCC1=CCCCC1)Nc1ccccc1N1CCCCC1
  Cav32 inh: -2.6

> CCCn1c(SCCc2ccccc2)nc2c1c(=O)[nH]c(=O)n2C
  Cav32 inh: -0.59

> Cc1onc(-c2ccccc2)c1C(=O)N/N=C(\N)COc1ccc(Cl)cc1
  Cav32 inh: -0.72

Additional structures
SMILES | Cav32 inh
CC(C)NC(=O)c1c2c(nc3ccccc13)CCCC2 | 0.7
COc1ccc(N(C(=O)Cn2nnc3ccccc32)C2(C(=O)NC3CCCC3)CCCCC2)cc1 | -1.5
CC(C)(C)n1nnnc1C(c1cccnc1)N1CCN(c2cccc(C(F)(F)F)c2)CC1 (stereo unspecified) | -2.7
O=C(CN1CCN(Cc2ccccc2Cl)C1=O)NC1CCCCCC1 | -0.58
C[n+]1cc[nH]c1SCC(=O)c1ccccc1 | 0.32
O=[N+]([O-])c1cc(C(F)(F)F)ccc1NCCc1c[nH]c2ccc(O)cc12 | -0.65
COC(=O)CN(c1nc(C)cc(OC)n1)S(=O)(=O)c1ccc(C)cc1 | 0.12
COc1ccc(CN2CCN(S(=O)(=O)c3ccccc3)CC2)cc1Br | -2.5
Nc1cc(=O)[nH]c(SCc2nc3ccccc3n2Cc2ccccc2)n1 | -0.85
Cc1nc2ncnn2c(C)c1CCC(=O)N1CCN(c2ccccn2)CC1 | -0.092
Cc1cccc(-n2c(C)n[nH]c2=S)c1 | 0.16
O=C(CSc1ncn[nH]1)NCCCc1ccccc1 | 0.39
CC1Cc2ccccc2N1Cc1nc2scc(-c3cccs3)c2c(=O)[nH]1 (stereo unspecified) | -3.1
COc1cc2c(C(=O)NC3CCCCCC3)cn(C)c(=O)c2cc1OC | 0.51
OC(CNCc1ccco1)Cn1c2ccc(Br)cc2c2cc(Br)ccc21 (stereo unspecified) | -0.32
COc1ccc(CNC(=O)C2CCN(S(=O)(=O)c3ccc(-c4nn[nH]n4)cc3)CC2)cc1 | -0.3
COc1ccc(NS(=O)(=O)c2ccc(SC)cc2)c(OC)c1 | -1.2
S=C(NCCc1ccccc1)Nc1ccc(Cl)cc1Cl | -5.1*
O=C(NCc1ccccc1F)C1CCN(C(=O)NCc2ccccc2)CC1 | 0.2
CCOC(=O)N1CCN(C(=O)CSc2nnc(Cc3cccn3C)n2CCc2ccccc2)CC1 | -0.078
COc1cc(OC)c(NC(=O)c2ccoc2C)cc1Cl | -0.11
CC(=O)Nc1ccc(S(=O)(=O)NCc2cn3c(C)csc3n2)cc1 | 0.48
c1ccc(-c2nnc(SCc3nnc(-c4cccs4)o3)o2)cc1 | 0.38
CC1CCN(S(=O)(=O)c2ccc(-c3nnc(SCc4cccnc4)o3)cc2)CC1 | -0.3
NS(=O)(=O)c1cc(C2(O)NC(=O)c3ccccc32)ccc1Cl (stereo unspecified) | -0.49
COc1ccccc1Cn1nnc2c(=O)[nH]c(C3CCN(C(=O)c4ccc(F)cc4)CC3)nc21 | 1.2
Clc1cccc(Cl)c1COc1ccncc1 | -0.057
Cc1cccc(Nc2nnc(-c3ccc(C(=O)N4C[C@H]5C[C@H](C4)c4cccc(=O)n4C5)cc3)c3ccccc23)c1 | -0.93
CCc1ccc(C(=O)COC(=O)CNC(=O)c2ccc(N3C(=O)c4ccccc4C3=O)cc2)cc1 | -1.2
O=C(CN1CCN(Cc2ccccc2)C1=O)NCCCN1CCOCC1 | -0.44
CCn1c(=N)c(S(=O)(=O)c2ccc(F)cc2)cc2c(=O)n3ccccc3nc21 | 0.58
Cc1ccc(C(C)C)cc1C(=O)CC1(O)C(=O)N(C)c2ccccc21 (stereo unspecified) | -1.1
COc1cc(OC)c2ccc(=O)oc2c1C(CCN1CCN(c2ccccc2)CC1)c1ccc2c(c1)OCO2 (stereo unspecified) | -0.32
Cc1nn(Cc2ccccc2)c(C)c1NC(=O)c1cc2nc(-c3ccco3)cc(C(F)(F)F)n2n1 | 0.51
COc1ccc(CCC(=O)Nc2ccc(-c3noc(-c4ccc(OC)c(OC)c4)n3)cc2)cc1 | 0.45
C[C@H](N)c1nnc(SCC(=O)c2ccc(Cl)cc2)o1 | -0.033
Cc1ccc2c(n1)CC(C)(C)CC2=O | -0.19
CC(C)NC(=O)CSc1nnc(C2CC2)n1-c1ccccc1 | 0.84
CCOc1ccccc1CN1CCN(S(=O)(=O)CC)CC1 | 0.7
N#Cc1cccc(C(c2nnnn2CCc2ccccc2)N2CCN(C3CCCCC3)CC2)c1 (stereo unspecified) | 1.2
COc1ccccc1C1(O)CC2CCC(C1)N2S(=O)(=O)c1ccc(C(C)=O)cc1 (stereo unspecified) | 1.8
O=C(CCCn1c(SCC(=O)c2ccc(Cl)cc2)nc2ccccc2c1=O)NCc1ccco1 | -0.4
CC(C)=CCC/C(C)=C/Cc1c(O)ccc(C(=O)/C=C/c2ccc(O)cc2)c1O | 0.97
CCOc1cc(/C=C2/C(=O)N(c3ccccc3)N=C2C)ccc1OC(=O)c1cccs1 | 0.001
COc1ccc(/C=N/n2c(SC)nnc2-c2ccccc2)c(OC)c1OC | 0.51
CCCCCCSc1nc(O)c(C2OC(=O)c3c2ccc(OC)c3OC)c(=O)n1CC (stereo unspecified) | -0.036
CCOC(=O)c1cncc(NC(=O)c2ccccc2)c1 | 0.46
Cc1cccc(C(=O)NNC2=C(C(=O)C(F)(F)F)CCC2)c1O | -8*
CCCCCC(=O)N/N=C/c1cccs1 | 0.43
COc1ccccc1Cc1nc(-c2ccc(C)cc2)no1 | -0.79
Cc1ccc(C(=O)Cn2cnc3ccccc3c2=O)cc1 | -0.32
CC(=O)C1CCN(Cc2ccccc2)CC1 | -0.81
COc1ccc(NC(=O)c2ccccc2NC(=O)CSc2ccc(C)cc2)cc1 | -0.17
C=C(C)Cn1c(C(C)NC(=O)CCC)nc2ccccc21 (stereo unspecified) | 0.014
N=C1C(c2ccc(Br)cc2)=C(O)C2CCc3ccccc3N12 (stereo unspecified) | 0.77
O=C(N/N=C/c1ccc(Sc2nc3ccccc3s2)c([N+](=O)[O-])c1)c1ccccn1 | -0.02
O=C1Nc2ccc(S(=O)(=O)N3CCCC3)c3ccc(S(=O)(=O)N4CCCC4)c1c23 | 2.7
COC(=O)c1cccc(NC(=O)CCCOc2ccccc2)c1 | -0.25
CSC1=NCCN1C(=O)COc1ccc2ccccc2c1 | -1.9
COCCNC(=O)CS(=O)(=O)Cc1nc(-c2ccc(C)cc2)oc1C | 0.83
The listing continues:
SMILES | Cav32 inh
Cc1c(Cl)cccc1Nc1nc(N)nc(CN2CCc3ccccc3C2)n1 | -4*
COc1ccc(C(=O)Nc2c(F)c(F)c(F)c(F)c2F)c(OC)c1 | 0.12
CC1=NC(=O)C(N=Nc2cccc(O)c2)N1c1ccccc1 (stereo unspecified) | 0.34
Cc1ccc2cc(C)c3nnc(SCC(=O)NCc4ccco4)n3c2c1 | -0.019
COc1cc(OC)c2c(-c3ccccc3)cc(=O)oc2c1C(CCN1CCCCC1)c1ccc(N(C)C)cc1 (stereo unspecified) | 0.81
CCCc1ccc(-c2csc(NC(=O)Cc3cccs3)n2)cc1 | -0.11
CCC1c2ccc(C)n2CCN1C(=O)Nc1cc(Cl)ccc1OC (stereo unspecified) | -3.2
CCCn1nnnc1SCC(=O)NCc1ccc2c(c1)OCO2 | 1.1
O=C(CS(=O)(=O)c1c[nH]c2ccccc12)NC1CCCCC1 | 0.91
Cc1nnc(NC(=O)CSc2cn(CCNC(=O)c3ccccc3)c3ccccc23)s1 | -2.1
CC(=O)NC1=NN(C(C)=O)C(C)(c2cccs2)S1 (stereo unspecified) | 0.7
CCc1ccc(N=CC23c4ccccc4C(c4ccccc42)C2C(=O)N(c4ccc(OC)cc4)C(=O)C23)cc1 (stereo unspecified) | -1.8
COc1ccc(OC)c(S(=O)(=O)Nc2ccccc2C(=O)O)c1 | 0.96
CCOC(=O)N1CCN(c2cc(C)c(C(C)=O)cc2F)CC1 | 0.25
Cc1ccc(-n2cccc2C(=S)N=P(N(C)C)(N(C)C)N(C)C)cc1 | -0.00072
CC(C)(C)Sc1ccc(N)nc1 | 0.018
O=C1/C(=C/Nc2ccc3c(c2)OCO3)CCc2ccccc21 | -2.5
COc1cc2c(C(=O)NCCCN3CCN(c4cccc(Cl)c4)CC3)cn(C)c(=O)c2cc1OC | 3.5
COC(=O)Oc1ccc(/C=N/NC(=O)CSCc2ccccc2Br)cc1OC | -1.2
COCCn1c(C)cc(C(=O)CSc2ncn[nH]2)c1C | 0.24

Four compounds drawn at random from those above:
SMILES | Cav32 inh
CCC1c2ccc(C)n2CCN1C(=O)Nc1cc(Cl)ccc1OC (stereo unspecified) | -3.2
CCc1ccc(N=CC23c4ccccc4C(c4ccccc42)C2C(=O)N(c4ccc(OC)cc4)C(=O)C23)cc1 (stereo unspecified) | -1.8
CC(=O)NC1=NN(C(C)=O)C(C)(c2cccs2)S1 (stereo unspecified) | 0.7
Cc1nnc(NC(=O)CSc2cn(CCNC(=O)c3ccccc3)c3ccccc23)s1 | -2.1

The list continues.
SMILES | Cav32 inh
COc1cccc(NC(=O)CSc2nnc(CNC(=O)c3ccccc3)n2C)c1 | -0.43
Cc1ccc(C(C(=O)NC2CCCCC2)N(CC2CCCO2)C(=O)CNC(=O)c2cccs2)cc1 (stereo unspecified) | -0.69
CCOc1cc(C(=O)CSc2nnc(CNc3ccc(Cl)cc3)o2)ccc1NC(=O)CC | -0.12
COc1ccc(C2/C=C\CN(C(=O)Oc3ccc(C(F)(F)F)cc3)CC(=O)N2Cc2ccc(F)cc2)cc1 (stereo unspecified) | -0.31
COc1ccc(NC(=O)CCCC(=O)OCC(F)(F)C(F)F)cc1 | 0.96
O=C1c2ccccc2-c2onc3ccc(NCCCn4ccnc4)c1c23 | -1.2

Screening results deposited in PubChem BioAssay by Vanderbilt High Throughput Screening Facility.
